CHRM4 PAM: potentiates acetylcholine response at human M4 receptor; P08173; CHO-K1 hM4/Gqi5, Fluo-8 calcium fluorescence, ACh EC20; 0% = ACh EC20, 100% = maximal ACh; activation, % at 3 µM; 360,000 compounds, 0.4% hits; AID 624126;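 active means activation above its plate's cutoff, the mean activation of sample wells plus 3 SD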; further: some results filed as inactive read as strong as hits
Target sequence (P08173 whole entry, looked up): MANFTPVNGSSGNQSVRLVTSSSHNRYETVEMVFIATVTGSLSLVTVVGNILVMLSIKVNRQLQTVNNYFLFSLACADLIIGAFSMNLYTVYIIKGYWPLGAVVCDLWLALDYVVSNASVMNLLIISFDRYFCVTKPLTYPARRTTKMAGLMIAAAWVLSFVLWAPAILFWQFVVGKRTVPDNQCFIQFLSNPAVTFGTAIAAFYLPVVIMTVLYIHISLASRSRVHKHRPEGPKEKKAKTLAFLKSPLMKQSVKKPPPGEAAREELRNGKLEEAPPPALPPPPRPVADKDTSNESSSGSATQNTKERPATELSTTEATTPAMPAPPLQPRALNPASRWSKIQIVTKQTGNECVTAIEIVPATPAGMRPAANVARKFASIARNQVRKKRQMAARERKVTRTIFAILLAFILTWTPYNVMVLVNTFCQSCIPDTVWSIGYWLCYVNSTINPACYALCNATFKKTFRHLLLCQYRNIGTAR
CRFBP-R2 agonist: CRF-BP/CRF-R2 complex agonism; AID 588473; HEK293 CRF-R2/CRF-BP, calcium dye fluorescence (FLIPR); percent of saturating CRF peptide response; activation, % at 13.2 µM; 350,000 compounds, 0.46% hits;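 active means activation of at least 50%, plus an integration ratio under a set limit after plate pattern correction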;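 further: plate controls were neutral control wells without compound for no effect and CRF at EC100 for full effect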
CHRM5 agonist: agonists of human muscarinic M5 receptor (CHRM5); P08912; CHO-K1 hM5 cells, Fluo-8 calcium fluorescence; 0% DMSO wells, 100% maximal acetylcholine response; 360,000 compounds, 0.19% hits; activation, % at 3 µM;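 active means activation above the run's mean over test compounds plus 3 SD, cut at about 23% in these data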;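 further: signal is peak over basal fluorescence ratio across the kinetic read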
CHRM5 antagonist: CHRM5 antagonism in calcium assay; 360,000 compounds, 0.59% hits; inhibition, % at 3 µM; CHO-hM5 cells, Fluo-8 calcium fluorescence, ACh EC80;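 active means inhibition above a per-plate cutoff, the mean of that plate's test compounds plus 3 SD, cut at about 27% in these data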;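 further: 0% = acetylcholine EC80 with DMSO and 100% = DMSO without agonist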
TAAR1 antagonist: human TAAR1 antagonism; CHO RD-HGA16 TAAR1, Fluo-8 calcium fluorescence, antagonist; inhibition, % at 3 µM; 360,000 compounds, 1.5% hits; Q96RJ0;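 active means inhibition above a per-plate cutoff, the mean inhibition of test compounds on that plate plus 3 SD, cut at about 49% in these data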;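 further: 0% = DMSO plus EC80 beta-PEA response and 100% = DMSO alone without agonist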
Target sequence (Q96RJ0 whole entry, looked up): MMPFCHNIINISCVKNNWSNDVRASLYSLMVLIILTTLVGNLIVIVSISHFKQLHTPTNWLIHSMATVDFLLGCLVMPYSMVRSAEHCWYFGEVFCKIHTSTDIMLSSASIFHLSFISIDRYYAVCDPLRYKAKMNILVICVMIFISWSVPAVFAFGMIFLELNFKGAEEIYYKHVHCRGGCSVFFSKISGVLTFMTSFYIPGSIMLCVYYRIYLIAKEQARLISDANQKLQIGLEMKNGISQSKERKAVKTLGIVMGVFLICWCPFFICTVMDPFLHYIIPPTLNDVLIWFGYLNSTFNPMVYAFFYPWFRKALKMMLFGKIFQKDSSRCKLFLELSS
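Test system: hTAAR1-expressing CHO RD-HGA16 cells, Gα16-coupled; Probe or stimulus: EC80 β-phenethylamine stimulus; Compound dosing: single nominal final test compound concentration of 3 µM; Timing: 140 s kinetic read after compound, 140 s after agonist; Signal: Fluo-8 calcium-sensitive fluorescence; Measure: % inhibition of agonist calcium response; Controls: DMSO and EC80 PEA controls.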
CRFBP-R2 block: blocks CRF-induced signaling of the CRF-BP/CRF-R2 complex; HEK293 CRF-R2/CRF-BP, CRF-induced calcium fluorescence; 350,000 compounds, 0.59% hits; AID 588475; inhibition, % at 11.8 µM;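 active means inhibition of the ligand-induced calcium signal above about 50% at the single tested concentration, limit read from the data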
CHRM5 PAM: potentiates acetylcholine response at human M5 receptor; CHO-K1 hM5, Fluo-8 calcium, ACh EC20 PAM; 0% = ACh EC20, 100% = ACh EC100; 360,000 compounds, 0.3% hits; activation, % at 3 µM; AID 624038; P08912;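 active means activation above the run cutoff, the mean activation of all test compounds plus 3 SD, cut at about 18% in these data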
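Probe or stimulus: acetylcholine, EC20 level; Assay system: human M5 receptor in CHO-K1 cells; Schedule: compound preincubation 140 s before EC20 acetylcholine addition; Technique: intracellular calcium via Fluo-8 fluorescence; Dosing: single-point, 3 µM nominal; Read-out basis: percent activation from peak-over-basal fluorescence ratio, scaled EC20-to-EC100 acetylcholine; Repeats: one well per compound, no replicates.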
M1 PAM parental: counter-screen for M1 PAMs: effect in parental CHO-K1 cells. ATP EC20, Fluo-8 calcium fluorescence; 0% at ATP EC20, 100% at ATP max. activation, % at 3 µM. 360,000 compounds, 0.02% hits;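 active means activation above the run cutoff, the mean activation of all test compounds plus 3 SD, cut at about 40% in these data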;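 further: peak over basal fluorescence ratio in a 140 s read after ATP addition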
TAAR1 agonist: agonists of human TAAR1; CHO RD-HGA16 TAAR1, Fluo-8 calcium fluorescence; vehicle wells 0%, saturating PEA agonist 100%; activation, % at 3 µM; 360,000 compounds, 0.99% hits; AID 624467;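 active means activation above the mean activation of all test compounds in the run plus 3 SD, cut at about 38% in these data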
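Test system: RD-HGA16 (CHO) cells co-expressing Gα16 and hTAAR1 | Doses: Single dose, 3 µM | Schedule: 17-24 h seeding, 75 min 37 °C dye, 30 min RT | Evaluation: % activation from peak over basal fluorescence ratio, DMSO-to-PEA scaled | Technique: Kinetic Fluo-8 calcium fluorescence | Benchmarks: Low control DMSO, high control PEA (EC100)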
Numbers without * were called inactive; · = no result given.

Under each structure: CHRM4 PAM	CRFBP-R2 agonist	CHRM5 agonist	CHRM5 antagonist	TAAR1 antagonist	CRFBP-R2 block	CHRM5 PAM	M1 PAM parental	TAAR1 agonist
- Cc1ccccc1CNC(=O)CCCC(=O)n1nc(C)c2ccccc21
→ -6.6	0.0	-4.1	-11.0	-22.4	4.5	4.7	-1.3	-2.3
- CC(=O)N(c1ccc(N(C(C)=O)S(=O)(=O)c2ccccc2)cc1)S(=O)(=O)c1ccccc1
→ 5.3	0.0	-1.4	2.2	-0.1	7.0	0.0	8.6	-2.0
- O=C(C1CCN(S(=O)(=O)c2ccc(Cl)cc2)CC1)N1CCC1
→ 5.0	-1.1	3.6	-0.8	-1.5	7.9	6.7	8.6	1.2
- Cc1nc2ccc(S(=O)(=O)N(C)CC(=O)Nc3ccccc3F)cc2s1
→ -0.4	-1.5	5.1	-6.8	-10.1	23.5	10.0	-0.3	-0.4
- CCC(C(=O)NC1CCCC1)N(Cc1ccccc1Cl)C(=O)c1snc(C(N)=O)c1N (stereo not given)
→ 1.8	-5.3	9.3	-14.1	0.7	-17.9	12.9	-5.7	3.0
- COc1ccc(-n2c(C)cc(C(=O)CN3CCCCC3)c2C)cc1
→ -9.2	-1.1	-6.0	-9.5	16.2	-2.6	-4.5	27.1	5.1
- CCCSc1nc2c(=O)[nH][nH]c(=O)c2n1Cc1ccccc1
→ 9.7	-1.3	-3.1	-1.1	6.0	2.4	-5.4	9.8	0.0
- O=S(=O)(NCCCc1ccccc1)c1ccc(Br)cc1
→ -12.5	-5.1	-1.8	7.0	-1.0	12.1	-2.8	-23.6	-2.5
- COc1cccc(CN(Cc2ccco2)S(=O)(=O)c2ccc(S(=O)(=O)NCc3ccccc3)cc2)c1OC
→ -8.6	4.1	0.3	13.9	28.4	-4.5	-13.8	-5.1	16.4
- O=C(NC1CCCCC1)C(=S)NCCc1ccccc1
→ -0.3	-0.1	0.7	4.9	33.0	-9.5	1.7	8.8	58.1*
- CC1CCN(c2nc(-c3ccco3)c3c(c2C#N)CC(C)(C)OC3)CC1
→ -3.8	0.3	2.3	-3.4	6.7	-10.5	-2.1	5.0	-0.1
- Cc1ccc(CN2CC(C(=O)Nc3cccc(C)n3)CC2=O)cc1 (stereo not given)
→ 10.4	0.7	4.5	0.0	-9.9	5.2	3.5	9.1	-0.6
- CCCOc1ccc(N2C(=O)CC(N(CCc3ccc(OC)cc3)C(=O)/C=C/C(=O)O)C2=O)cc1 (stereo not given)
→ -1.6	-2.3	0.4	-3.1	4.8	-6.8	3.5	10.2	11.0
- O=C1CCn2c1c(O)c1ccccc1c2=O
→ 10.2	22.7	8.8	-2.0	-13.5	-33.5	-1.9	-10.0	4.2
- COc1c(Cl)cc(Cl)cc1CNc1ccc(S(N)(=O)=O)cc1
→ 0.0	0.3	-3.3	-1.4	18.2	58.0*	0.2	17.8	8.2
- CCC(OC(C)=O)c1cc2c(cc1[N+](=O)[O-])OCCO2 (stereo not given)
→ 2.6	-1.9	-9.8	-1.4	-9.0	-11.3	8.7	18.0	5.8
- CC1=C(C(=O)OC2CCCC2)C(c2ccc(C)o2)C2=C(CC(c3cccs3)CC2=O)N1 (stereo not given)
→ -2.4	-3.4	-0.5	2.7	-3.4	38.5	-5.5	18.7	0.4
- CCOc1ccc(-c2ccc(C3=CC(=O)C[C@H](c4ccc(F)cc4)C3)cc2)cc1
→ 7.6	·	2.7	-4.7	-10.8	·	3.0	-5.8	0.7
- Cc1ccccc1OCC(=O)Nc1cc(S(=O)(=O)N2CCCCC2)ccc1N1CCN(C)CC1
→ 0.1	0.2	-3.6	10.0	11.3	-24.9	-1.9	21.0	4.6
- Nc1nc(Nc2ccccc2F)sc1C(=O)c1ccccc1
→ 2.0	-3.3	28.1*	-6.0	-14.7	-68.4	5.7	12.6	47.5*
- Cc1c(Cl)cccc1NC(=O)C1CCN(S(C)(=O)=O)CC1
→ -0.3	3.3	0.5	8.7	-13.6	-11.7	-2.1	15.8	0.2
- O=C(NC(=S)NCc1ccccc1)C1CC1
→ 0.4	1.2	-4.1	0.9	2.4	-25.2	3.0	-12.6	0.3
- O/C(=C\c1nc2ccccc2nc1/C=C(\O)c1ccccc1)c1ccccc1
→ -8.3	0.1	4.8	8.0	·	83.6*	2.7	-7.7	·
- COc1cc(OC)cc(C(=O)NC(=S)NNC(=O)[C@H]2C[C@@H]2c2ccccc2)c1
→ 6.2	162.9*	0.9	17.2	107.1*	-52.0	-7.1	18.2	173.7*
- CCOc1ccc(-n2c(SCC(=O)Nc3ccc(C(=O)O)cc3)nc3ccccc3c2=O)cc1
→ -5.4	0.5	-2.7	9.4	3.1	-0.3	-4.1	3.3	-0.5
- Cc1ccc(CN2C(=O)C(CC(C)C)Nc3ncnc(N4CCN(c5ccccn5)CC4)c32)cc1 (stereo not given)
→ -9.5	-0.3	-10.9	11.6	17.3	-4.7	-22.1	9.0	6.4
- O=C(NCc1ccc(Cl)cc1)C(=O)NCC1OCCCN1S(=O)(=O)c1cccs1 (stereo not given)
→ -1.9	-1.2	-1.0	16.1	-16.7	8.8	-12.7	2.1	5.9
- O=C(c1cccc(Br)c1)N1CCN(c2ccc(N3CCOCC3)nn2)CC1
→ -5.9	-0.9	-4.5	3.0	-7.3	35.2	-5.5	0.2	-0.6
- CCn1cc(-c2csc(N)n2)c(C)n1
→ -0.9	-0.5	-2.1	14.2	-26.2	-8.9	-3.4	0.3	0.8
- CC(=O)Nc1ccc(-c2ccnc(-c3ccc(NC(C)=O)cc3)n2)cc1
→ 4.3	1.3	-0.7	11.4	-25.8	4.6	-2.2	-2.2	3.9
- Cc1cc(N2C(=O)C(O)=C(C(=O)c3ccco3)C2c2ccc([N+](=O)[O-])cc2)no1 (stereo not given)
→ 1.3	1.4	-2.2	5.1	-9.8	15.9	-2.6	-9.0	-0.8
- O=C(O)C1CC=CCC1C(=O)N1CC=C(c2ccccc2)CC1 (stereo not given)
→ -1.3	-2.6	-6.9	-8.5	-4.6	13.6	3.5	24.5	9.9
- COc1ccc(Cc2noc(CN(C)Cc3cccc(-n4cccn4)c3)n2)cc1OC
→ 4.4	-2.2	2.4	-1.7	3.4	2.3	-3.4	15.8	5.1
- CCOc1ccc(CNS(=O)(=O)c2c(C)nc3sccn3c2=O)cc1OC
→ -2.0	0.2	1.6	2.1	13.1	-2.5	-3.5	3.0	1.2
- COc1ccc(-c2ccc3[nH]c4c(c3c2)CCN2C(=O)[C@@H]([C@H](C)O)[C@@H](N(C)C(=O)Nc3ccc(F)cc3)C[C@@H]42)cc1
→ -2.8	-2.1	0.1	-11.2	49.1*	3.0	1.4	-5.6	7.0
- O=C(c1ccccc1)c1ccc2nc(N3CCN(C(=O)c4ccco4)CC3)c3nncn3c2c1
→ -11.9	2.1	2.6	4.8	4.6	-11.6	-3.1	12.7	4.5
- NC(=O)CSc1nnc(COc2ccccc2)n1C1CCCCC1
→ 9.6	-2.5	2.1	1.0	-6.2	-12.5	-3.6	18.6	14.3
- CC1=CS/C(=C(/C#N)C(=O)N2CCCCC2)N1c1ccccc1
→ -0.6	-1.6	0.0	9.5	-12.9	37.6	-11.2	-3.3	11.0
- COCOc1ccc(C=O)c(O)c1
→ 6.5	0.2	0.6	-1.3	0.8	-16.1	3.7	1.4	-0.1
- CCOC(=O)c1cnn(CCOC(=O)C2CC2)c1NC(=O)C1CC1
→ 7.2	0.1	-2.2	-5.0	14.1	-11.4	1.7	18.8	4.5
- C=CCNS(=O)(=O)NC(=O)C1=C(N2CCCC2)COC1=O
→ 1.8	-1.6	1.9	0.1	12.9	10.5	1.3	9.8	5.7
- COc1ccccc1-c1c(NC(=O)C(C)C)n(C)c2ccccc2c1=O
→ 1.9	-0.6	2.3	-0.4	-1.6	105.7*	5.3	8.5	2.1
- CCn1c(O)c(C=NCCN2CCOCC2)sc1=S
→ 10.9	-1.0	-2.2	-5.4	-12.9	-3.2	5.2	18.4	4.6
- CC(=O)C1=C(O)C(=O)N(c2ccc(O)cc2)C1c1ccccc1 (stereo not given)
→ -2.3	-1.4	-3.2	3.0	-3.3	-1.5	-2.3	-1.0	1.5
- O=C(NCCC(c1ccccc1)c1ccccc1)c1cnc2sccn2c1=O
→ 14.3	-1.8	-0.2	4.9	0.0	-4.1	9.2	22.1	23.6
- O=C(NC1CC1)C1CCN(c2ncccn2)CC1
→ 0.8	0.1	-2.5	5.8	-0.7	8.7	2.2	21.2	8.4
- NC(=O)/C(=C\c1ccco1)NC(=O)c1ccco1
→ 5.6	2.1	1.3	0.9	-23.6	-5.5	-1.5	11.1	3.5
- COc1ccccc1NC(=O)Nc1nc(CC(=O)NCc2ccccn2)cs1
→ 1.9	-0.6	-1.8	-5.4	45.2	18.6	-3.4	4.9	10.3
- CC(=O)NC1C(=O)N(Cc2ccccc2)c2ccc(Br)cc21 (stereo not given)
→ 3.5	-1.9	8.3	3.7	4.8	6.8	5.9	18.0	-0.8
- CCCCC(O)(c1ccc(CC)cc1)C(CN1CCOCC1)c1ccccc1 (stereo not given)
→ -6.2	0.5	-5.1	2.5	-2.9	-58.4	-7.7	8.0	5.0
- Cc1cc(C)c(S(=O)(=O)N2CCCC(C(=O)N3CCCC3)C2)c(C)c1 (stereo not given)
→ -0.2	-1.0	0.8	-0.3	-11.7	-4.9	-0.3	1.5	3.6

Bioassay records deposited in PubChem by several laboratories.
